# RAD54 inh – RAD54 (human) branch migration inhibition; 0.14% of 360,000 active; inhibition, % at 10.4 µM; RAD54 Holliday junction branch migration, FAM/BHQ fluorescence;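 active = mean normalized replicate activity at least 40 and at least half of replicates scoring 40 or more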;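 note: 0% = median of neutral control wells and 100% = median of positive control wells; inhibitors cause a drop in the FAM fluorescence signal; in these data hits start at about 50%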
# esBAF inh – SWI/SNF esBAF complex inhibition. reporter increase, % at 12.5 µM. mouse ES cells, Bmi1-luciferase knock-in reporter, 24 h; 100% = twice the neutral-well signal. AID 602393. 2% of 350,000 active; in the data active = activation above about 40%;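 note: 0% = median of the plate's neutral control wells and 100% = double that signal; a rise in the Bmi1 reporter signal indicates esBAF inhibition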
# FN deposit inh – fibronectin deposition inhibition. AH1F fibroblasts, Alexa488-fibronectin deposition fluorescence, overnight. inhibition, % at 12.6 µM. 0.086% of 350,000 active;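 active = mean inhibition across replicates of 30% or more, regardless of how many single replicates reach that level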;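 note: positive control wells lacked labelled fibronectin entirely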
#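 Assay system: AH1F fibroblasts / Quantity: 10000 cells per well / Medium: DMEM plus 2% serum, read in PBS / Reagent: labelled fibronectin 24 nM / Dosing: single dose, pinned / Times: 1 h cell attachment, overnight exposure to compound and label / Signal: fluorescence, ex 485 nm, em 525 nm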
# EWS-Fli inh – inhibitors of EWS/Fli oncoprotein transcriptional activity; A673 NR0B1-luciferase reporter, viability-normalised; inhibition, % at 12.6 µM; 0.67% of 350,000 active; AID 651661;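 active = mean inhibition of at least 50% after viability correction, with every replicate also passing that limit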;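 note: firefly luciferase signal divided by Alamar Blue viability fluorescence both relative to DMSO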
# RAD52 anneal inh – blocks human RAD52 DNA annealing; AID 651710; inhibition, % at 18.7 µM; recombinant RAD52 DNA annealing, FRET fluorescence; 0.46% of 360,000 active;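 active = every replicate showing at least 50% inhibition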
# Target sequence (P43351 whole entry, looked up): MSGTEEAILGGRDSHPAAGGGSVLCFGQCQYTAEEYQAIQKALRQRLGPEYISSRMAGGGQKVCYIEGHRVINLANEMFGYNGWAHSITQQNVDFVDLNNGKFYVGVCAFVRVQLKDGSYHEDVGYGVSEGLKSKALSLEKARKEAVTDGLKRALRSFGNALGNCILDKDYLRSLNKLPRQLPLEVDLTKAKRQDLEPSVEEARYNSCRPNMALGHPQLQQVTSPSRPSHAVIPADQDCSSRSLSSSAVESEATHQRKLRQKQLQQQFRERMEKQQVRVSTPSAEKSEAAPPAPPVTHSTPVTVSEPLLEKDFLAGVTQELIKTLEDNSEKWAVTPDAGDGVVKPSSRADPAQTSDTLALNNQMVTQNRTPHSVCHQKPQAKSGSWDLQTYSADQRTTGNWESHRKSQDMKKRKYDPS
# S100A4 inh HTS – inhibitors of human S100A4 binding to myosin IIA peptide; S100A4/TAMRA-MyoIIA peptide fluorescence polarization; inhibition, % at 10.7 µM; 0.14% of 360,000 active;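 active = mean inhibition of at least 70% across replicates, with every replicate also reaching that level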
#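 Test system: S100A4 monomer protein; Medium: HEPES pH 7.2 with CaCl2, KCl, NaCl, DTT, Triton; Probe or stimulus: TAMRA-labelled myosin IIA heavy-chain peptide probe, 5 nM; Doses: one dose per compound; Times: polarization read 5 min after assay mix addition, stable 5–60 min; Benchmarks: neutral control DMSO, positive control TFP.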
# E-selectin induc – induces E-selectin expression in human endothelial cells. P16581. HUVEC E-selectin immunofluorescence imaging; normalized: neutral wells 0, TNF-alpha wells 100. activation, % at 7.58 µM. 0.37% of 260,000 active. AID 686992;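 active = mean E-selectin-positive cell signal at least 10% of the positive control, reached in at least 60% of replicates, without over 20% cell loss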;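 note: in these data hits start at about 27%; measured in HUVEC primary endothelial cells; signal is the percent of cells scored E-selectin positive by PE staining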
# Target sequence (P16581 whole entry, looked up): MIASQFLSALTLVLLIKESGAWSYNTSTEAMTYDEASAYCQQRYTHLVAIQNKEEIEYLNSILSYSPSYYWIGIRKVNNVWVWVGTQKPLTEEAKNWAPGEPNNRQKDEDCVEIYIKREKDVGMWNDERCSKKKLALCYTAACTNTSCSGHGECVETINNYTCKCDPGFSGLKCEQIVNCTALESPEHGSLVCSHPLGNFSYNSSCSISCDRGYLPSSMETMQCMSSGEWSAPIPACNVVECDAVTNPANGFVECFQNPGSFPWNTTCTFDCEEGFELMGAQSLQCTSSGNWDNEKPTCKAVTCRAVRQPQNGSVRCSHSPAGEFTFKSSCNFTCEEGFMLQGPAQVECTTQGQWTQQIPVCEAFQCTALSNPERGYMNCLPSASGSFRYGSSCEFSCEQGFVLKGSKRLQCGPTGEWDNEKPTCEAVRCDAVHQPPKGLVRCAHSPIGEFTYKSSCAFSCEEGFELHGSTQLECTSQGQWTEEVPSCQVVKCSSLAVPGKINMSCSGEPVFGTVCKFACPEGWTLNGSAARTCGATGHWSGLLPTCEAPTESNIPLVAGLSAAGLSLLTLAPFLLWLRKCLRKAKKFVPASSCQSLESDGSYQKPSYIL
#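 Read-out: % PE-positive cells | Test system: HUVEC | Doses: One compound dose added by pin transfer | Buffer or medium: EGM-2 over gelatin coat | Signal: Immunofluorescence imaging | Benchmarks: TNF-alpha, DMSO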
# Xi reactivation – reactivates the inactive X chromosome in mouse fibroblasts | activation, % at 7.58 µM | 0.055% of 360,000 active | XiGFP mouse fibroblasts, % GFP-positive cells imaging, 3 d; cells co-treated with 5-aza-dC sensitizer; scaled so ellipticine positive control = 100%;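 active = mean normalized replicate activation at least 10% and every replicate at or above 10%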;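 note: 0% = median of on-plate neutral control wells and 100% = ellipticine 6 µM median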
#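 material = 68-5-11 XiGFP fibroblast line | medium = DMEM plus 5-aza-dC sensitizer | schedule = 3 days compound exposure | benchmarks = positive control ellipticine, 6 µM final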
# * = called active by the depositor; · = not tested or not shown; & = joins results of further samples; ! = a repeat was not active.
# A first look, three compounds:
no.	Molecule	RAD54 inh	esBAF inh	FN deposit inh	EWS-Fli inh	RAD52 anneal inh	S100A4 inh HTS	E-selectin induc	Xi reactivation
1	CO[C@H]1CN(C)C(=O)c2cc(NC(=O)Nc3ccc(F)cc3)ccc2OC[C@@H](C)NC[C@@H]1C	-1	-2	-3	-5	-4	6	-0.3	0.6
2	CS(=O)(=O)N1[C@@H](C#N)[C@@H](c2ccccc2-c2ccccc2)[C@@H]1CO	·	·	-21	8	-5	6	0.0	0.2
3	O=C(O)Cn1cc(/C=C2/NC(=O)N(c3ccc(Cl)cc3)C2=O)c2ccccc21	-10	4	5	13	-47	-2	·	0.1

# Main list, repeating the preview:
no.	Molecule	RAD54 inh	esBAF inh	FN deposit inh	EWS-Fli inh	RAD52 anneal inh	S100A4 inh HTS	E-selectin induc	Xi reactivation
1	CO[C@H]1CN(C)C(=O)c2cc(NC(=O)Nc3ccc(F)cc3)ccc2OC[C@@H](C)NC[C@@H]1C	-1	-2	-3	-5	-4	6	-0.3	0.6
2	CS(=O)(=O)N1[C@@H](C#N)[C@@H](c2ccccc2-c2ccccc2)[C@@H]1CO	·	·	-21	8	-5	6	0.0	0.2
3	O=C(O)Cn1cc(/C=C2/NC(=O)N(c3ccc(Cl)cc3)C2=O)c2ccccc21	-10	4	5	13	-47	-2	·	0.1
4	CCCCC(=O)N(C)c1c(C)nc2ccc(C(=O)Nc3cccc(NS(C)(=O)=O)c3)cn12	2	-7	10	-13	1	-3	-0.1	0.0
5	COc1ccc(CNS(=O)(=O)c2cc(-c3cc(C)no3)ccc2OC)cc1OC	9	-4	-17	·	-19	-8	·	0.0
6	C#Cc1ccc([C@H]2C=C(C(=O)N3CCN(Cc4ccccc4)CC3)O[C@@H](OCC)[C@@H]2CCCO)cc1	-12	0	-8	3&3	-156&-1	3&9	-0.1	0.2
7	Cc1cccc(NC(=O)C2COc3ccccc3O2)c1 (stereo not given)	1	0	-3	-60	-9	-6	0.0	0.3
8	CC(=O)N1CCN(c2ccc(NC(=O)c3ccco3)cc2Cl)CC1	4	16	·	·	-17	5	0.8	0.1
9	O=C(CN1N=C(c2ccccc2)CCC1=O)NCCCN1CCc2ccccc2C1	-7	·	-2	·	·	·	-0.1	0.0
10	Cc1ccc(S(=O)(=O)Nc2nc3ccccc3nc2NCC2CCCO2)c(C)c1 (stereo not given)	·	·	-5	5	5	5	1.0	0.0
11	CO[C@@H](CN(C)C(=O)Nc1ccc(F)cc1)[C@@H](C)CN(Cc1ccccc1Cl)[C@H](C)CO	0	0	-3	8	8	9	-0.2	0.1
12	CCCSc1nc2c(cnn2-c2ccc(C)cc2)c(=O)[nH]1	-6	-2	-3	7	1	1	-0.2	-0.2
13	COc1ccc(CC(=O)OCC(=O)Nc2ccc(C(=O)Nc3ccc(OC)cc3)cc2)cc1	·	·	-2	-8	-20	-2	0.6	-0.1
14	COc1ccccc1CC1CC(=O)N(c2cccc(Cl)c2C)C1=O (stereo not given)	-5	-7	-3	5	-23	-1	·	0.0
15	C[C@@H](NC(=O)C[C@H]1C=C[C@H](NC(=O)C2CC2)[C@@H](CO)O1)c1ccccc1	1	-1	7	-7	-9	7	-0.4	0.0
16	CCN(C(=O)c1ccc2c(Cl)c3c(nc2c1)CCC3)c1ccc(C)c(C)c1	1	-4	6	11	-14	-3	-1.0	0.1
17	C[C@@H]1CN([C@H](C)CO)C(=O)Cc2cc(NC(=O)c3ccncc3)ccc2O[C@H]1CN(C)Cc1ccc(C(=O)O)cc1	-17	6	·	-6	-3	3	·	-1.0
18	COCCCNC(=O)[C@]1(Cc2ccccc2CN=[N+]=[N-])N=C(c2ccc(OCCCO)cc2)O[C@@H]1c1ccccc1	10	·	·	-7	32	21	·	·
19	Cc1cccc(NC(=O)CSCC(=O)N2CCN(c3cccc(C(F)(F)F)c3)CC2)c1	-18	2	4	-7	5	-1	-0.5	0.0
20	COc1cc(CNc2ccc3[nH]c(=O)[nH]c3c2)ccc1OCc1ccc(F)cc1Cl	2	23	2	3	-6	1	0.1	0.1
21	CN(c1ccccc1)S(=O)(=O)c1cccc(NC(=O)CN2CCCc3ccccc32)c1	-2	·	-6	1	-43	-7	·	0.2
22	COCCSc1ccccc1C(=O)Nc1nnc(COC)s1	1	-4	-1	·	·	·	0.5	·
23	COc1ccc(S(=O)(=O)Nc2ccc3c(c2)C(=O)N([C@@H](C)CO)C[C@H](C)[C@@H](CN(C)C(=O)CCC(F)(F)F)OCCCC[C@H](C)O3)cc1	6	8	·	2	-4	-4	-0.4	0.0
24	CCOC(=O)c1c(NC(=O)C2C3C=CC(C3)C2C(=O)O)sc2c1CC(C)(C)OC2 (stereo not given)	·	·	5	14	-3	-2	·	0.0
25	Cc1sc(NC(=O)c2ccco2)c(C(=O)c2ccc(Cl)cc2)c1C	·	·	-13	-9	-10	-8	0.3	0.2
26	CCCC#Cc1ccc([C@H]2[C@H](CO)N3CCCCN(Cc4cccnc4)C[C@@H]23)cc1	6	7	·	1	29	3	0.0	0.0
27	C[C@@H]1CN([C@@H](C)CO)C(=O)c2cc(NC(=O)CCCCCC(=O)Nc3ccccc3N)ccc2O[C@@H]1CN(C)Cc1ccncc1	·	·	·	25	-4	-17	·	-0.7
28	COC(=O)c1cc(S(=O)(=O)NCC2CCN(Cc3ccc(C)cc3)CC2)c[nH]1	0	5	-1	·	-12	-6	·	-0.1
29	S=c1[nH]ccn1-c1ccccc1Cl	0	·	1	1	-14	-1	-0.4	0.0
30	Cc1ccc(/C=N/NC(=O)c2ccc(N(C)S(=O)(=O)c3ccccc3)cc2)cc1	-3	-4	8	-1	-10	-1	·	·
31	O=C(CC12CC3CC(CC(C3)C1)C2)NCc1ccccc1	-13	2	2	5	-9	1	0.2	0.1
32	C[C@@H]1CN([C@@H](C)CO)C(=O)Cc2cc(NC(=O)Nc3ccccc3)ccc2O[C@@H]1CN(C)C(=O)Nc1cccc2ccccc12	0	0	·	7	1	-2	-0.1	0.1
33	CCN1CC(CN(C)Cc2cn(-c3ccc(C)cc3)nc2-c2ccc(F)cc2)CC1=O (stereo not given)	·	·	2	-7	-4	-3	2.0	0.3
34	O=S1(=O)C[C@@H](N2CCC(Cc3ccccc3)CC2)[C@H](COCc2ccccc2)N1	-2	-3	3	4	-39	0	0.3	0.6
35	COc1cccc(S(=O)(=O)N[C@@H]2C=C[C@H](CC(=O)NC3Cc4ccccc4C3)O[C@@H]2CO)c1	·	·	8	-5	2	24	0.1	-0.1
36	Cc1nc(S(=O)(=O)c2ccc(Br)cc2)nc2c1CCC2	·	·	2	-12	-5	-1	2.7	0.0
37	COc1ccc(CSc2nnc3[nH]c(=O)cc(N)n23)cc1	·	·	0	3	-25	-3	·	0.2
38	COc1cccc(C2CC(c3cccs3)=NN2C(=O)c2ccco2)c1O (stereo not given)	-5	15	-5	17	-9	-3	-0.1	0.2
39	CCN(C(=O)COC(=O)Cc1ccc(F)cc1)c1c(N)n(Cc2ccccc2)c(=O)[nH]c1=O	3	-8	-7	-6	-3	-2	-1.8	-0.1
40	Cc1ccc(-c2nc(C(=O)NCCCN(C)C)cc3c2[nH]c2ccccc23)cc1	105*	-3	9	-4	93*	-2	0.3	0.0
41	O=C(NCC1(N2CCOCC2)CCCCC1)c1cccc(S(=O)(=O)N2CCc3ccccc3C2)c1	-5	-6	7	9	-39	-1	-0.4	0.0
42	O=C(C1CCN(S(=O)(=O)c2ccc(Cl)cc2)CC1)N1CCCCCCC1	-9	·	6	1	-11	-7	-1.5	0.2
43	Cc1ncoc1C(=O)NC1CCCc2c1cnn2-c1ccc(C(C)(C)C)cc1 (stereo not given)	-2	-19	-4	28	-1	-1	-0.7	-0.1
44	COCCN(C(=O)c1cccc(N2C(=O)CCC2=O)c1)c1nc(-c2ccc([N+](=O)[O-])cc2)cs1	7	·	3	-5	-22	-2	·	0.0
45	O=C(Nc1ccc(F)cc1)C1CC(=O)n2c(nc3ccccc32)N1 (stereo not given)	-7	·	-7	·	·	·	-0.2	0.0
46	CC(C)c1cn(CC[C@H]2CC[C@@H](NS(=O)(=O)Cc3ccccc3)[C@H](CO)O2)nn1	2	-2	2	2	-10	-3	-0.3	-0.2
47	Cn1c(SCC(=O)NNC(=O)Nc2ccc(Cl)cc2)nnc1-c1ccccc1	·	·	-3	17	-3	-7	1.1	0.1
48	COc1ccc(CNC(=O)C[C@H]2C[C@@H]3c4cc(NC(=O)NC5CCCC5)ccc4O[C@@H]3[C@@H](CO)O2)cc1	5	5	·	6	-1	-25	0.1	0.1
49	O=P1(NC2CCCC2)OCC2(CO1)COP(=O)(NC1CCCC1)OC2 (stereo not given)	2	3	4	1	-9	1	-0.1	0.1
50	COc1ccc(-n2c(CCC(=O)O)ccc2-c2ccc(F)cc2)c(OC)c1	11	10	-7	12	-3	-3	-0.1	0.0
51	Cc1ccc(N(Cc2ccccc2)C(=O)c2ccc(S(=O)(=O)N3CCOCC3)cc2)cc1	·	·	3	-11	-19	-6	-1.2	0.1
52	CC(C)(C)OC(=O)[C@H](Cc1ccccc1)NC(=O)c1[nH]cnc1C(=O)Nc1ccc(Cl)cc1	-18	-4	13	11	-11	0	0.0	0.8
53	COC(=O)[C@@H]1C[C@@]2(O)[C@H](O)[C@H](O)[C@H](O)C[C@H]2N1Cc1ccc(-c2ccccc2)cc1	-2	-3	0	6	-10	0	1.0	0.0
54	Cc1cc(OCC(=O)OCC(=O)N2CCCc3ccccc32)ccc1Cl	-1	-2	-1	-7	-112	-4	·	0.1
55	CC(=O)c1c(C)[nH]c(C(=O)Nc2cc(C)ccc2C)c1C	-1	0	-4	-5	-16	11	0.0	0.2
56	C[C@@H]1CN([C@H](C)CO)C(=O)c2cccc(NC(=O)Nc3ccccc3)c2O[C@H]1CN(C)C(=O)Nc1cccc2ccccc12	-15	1	-1	8	-6	24	3.0	5.5
57	Cc1c(OCC(F)(F)F)ccnc1CS(=O)c1nc2ccccc2[nH]1 (stereo not given)	1&6	48*!	-1	-63	-13	10&-1	0.0	-0.1
58	Cc1ccc(NC(=O)C(CC(C)C)NC(N)=O)cc1Cl (stereo not given)	·	-5	0	-1	-28	1	·	0.2
59	CNC(=O)c1ccsc1NC(=O)CCS(=O)(=O)c1ccccc1	·	·	·	0	-18	-1	·	0.0
60	Cc1cccc(N2CCN(C(=O)Cc3ccccc3[N+](=O)[O-])CC2)c1C	-3	37	7	-30	-13	21	2.0	0.0

# New compounds follow
no.	Molecule	RAD54 inh	esBAF inh	FN deposit inh	EWS-Fli inh	RAD52 anneal inh	S100A4 inh HTS	E-selectin induc	Xi reactivation
61	C[C@@H]1CN([C@@H](C)CO)C(=O)c2cccc(NS(=O)(=O)c3ccc(F)cc3)c2O[C@H]1CN(C)C(=O)Nc1ccccc1	-4	-3	·	-2	0	-8	·	·
62	O=C(Nc1ccccc1N1CCOCC1)c1cc(-c2ccncc2)nc2ccccc12	4	0	8	6	-6	-2	-0.1	0.0
63	C/C=C/c1ccc([C@@H]2[C@H](CO)N(Cc3cccc(F)c3)C23CN(C(=O)CC)C3)cc1	·	·	·	0	-10	-33	-0.1	0.0
64	O=C(O)C1CCN(C(=O)c2ccc(S(=O)(=O)N3CCCCCC3)cc2)CC1	-3	0	·	-2	-76	-3	-0.8	0.0
65	CCOC(=O)c1sc(NC(=O)CSc2nccc(C)n2)nc1C	·	·	-13	3	-12	-4	·	0.1
